# DT40 TDP1 CPT: growth inhibition of DT40 Tdp1-/-;hTDP1 cells with camptothecin (screen for TDP1 inhibitors); chicken DT40 Tdp1-/-;hTDP1 cells + 20 nM CPT, ATP luminescence, 48 h; Potency, µM (highest dose often 46.2 µM), for the others: at the highest dose activity change, negative = growth inhibition, actives largely listed as inhibitors; 420,000 tested, 12% active; AID 686979; further: nearly all actives have a fitted effect of over 55% in size
#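 Cell growth measured by CellTiter-Glo luminescence after a minimum 48 h, 37 C compound exposure with 20 nM CPT in Tdp1-knockout DT40 cells stably expressing hTDP1, seeded 400/well; qHTS titration format.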
# GCN5L2 inh: GCN5L2 (KAT2A) acetyltransferase inhibition; Q92830; GCN5L2 HAT assay, ThioGlo1 CoA-SH fluorescence; Potency, µM (series often up to 58.9 µM), for the others: at the top dose activity change, negative = inhibition, hits mostly inhibitors; 390,000 tested, 0.21% active
# Target sequence (Q92830 whole entry, looked up): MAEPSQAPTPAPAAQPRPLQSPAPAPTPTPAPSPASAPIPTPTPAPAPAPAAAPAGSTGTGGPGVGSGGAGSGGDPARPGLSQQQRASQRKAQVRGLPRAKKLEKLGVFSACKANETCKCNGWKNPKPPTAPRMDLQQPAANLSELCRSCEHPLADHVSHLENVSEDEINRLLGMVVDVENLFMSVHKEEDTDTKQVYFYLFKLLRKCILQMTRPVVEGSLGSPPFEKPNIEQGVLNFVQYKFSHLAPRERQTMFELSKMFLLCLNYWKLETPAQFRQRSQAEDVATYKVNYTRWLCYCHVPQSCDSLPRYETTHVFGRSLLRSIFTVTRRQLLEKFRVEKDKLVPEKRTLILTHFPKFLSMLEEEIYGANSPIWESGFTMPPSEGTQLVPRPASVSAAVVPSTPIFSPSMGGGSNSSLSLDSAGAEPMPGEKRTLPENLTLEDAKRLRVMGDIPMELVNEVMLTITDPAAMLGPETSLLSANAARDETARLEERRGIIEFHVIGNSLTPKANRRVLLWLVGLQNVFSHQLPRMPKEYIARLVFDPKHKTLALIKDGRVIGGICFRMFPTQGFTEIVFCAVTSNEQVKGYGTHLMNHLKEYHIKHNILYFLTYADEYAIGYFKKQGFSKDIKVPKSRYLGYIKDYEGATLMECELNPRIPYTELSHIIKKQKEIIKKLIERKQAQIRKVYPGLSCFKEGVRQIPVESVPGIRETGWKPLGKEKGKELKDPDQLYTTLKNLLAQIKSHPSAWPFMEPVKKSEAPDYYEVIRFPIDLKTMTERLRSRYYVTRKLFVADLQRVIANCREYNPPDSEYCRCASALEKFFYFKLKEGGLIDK
#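 Preincubate 20nM GCN5L2 with compound 15 min, RT → add 50uM ThioGlo1 + 75uM H3(1-25) + 70uM acetyl-CoA → read fluorescence 0 and 20 min. Primary qHTS; fluorescent artifacts likely.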
# FEN1 inhibitor: human FEN1 inhibition | AID 588795 | Recombinant FEN1 flap cleavage, fluorescence, 15 min | 390,000 tested, 0.35% active | P39748 | Potency, µM (titrated, usually from 114 µM), for the others: top-dose activity change, negative = inhibition, usual class: inhibitors; further: nearly all actives have a fitted effect of over 65% in size
#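 FEN1 at 10 nM, compound pretreatment for 15 min (room temperature), 50 nM final substrate to initiate; endpoint reads at 0 and 15 min; DMSO-only plates used as vehicle background.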
# Active calls of the source: *; ? = inconclusive; / = no result given; & = joins results of further samples; [ ] = another dose, or the depositor's remark. The call rests on the fitted dose curve; in most records, active means well fitted curve in the direction sought with a large enough effect; inconclusive means small, poorly fitted or top-dose-only effect, or another doubt; inactive means no such curve, though single readings can be large; an effect the other way counts as inactive or inconclusive. On the % scale 0 is the no-effect control and ±100 the full control effect; potency means the concentration at half of the fitted maximal effect. Some of the compounds tested. The share of hits here may be higher or lower than overall.
SMILES,DT40 TDP1 CPT,GCN5L2 inh,FEN1 inhibitor
CCC(C)(C)n1nnnc1CN1CCN(c2nc3ccc(C)cc3cc2C#N)CC1,?,-6%,-5%
O=C(CSc1cccc2cccnc12)OCC(=O)c1ccc(Br)cc1,-1%,-14%,-2%
COc1ccc(NC(=O)CN2CCN(C3c4ccccc4-c4ccccc43)CC2)cc1,?,-1%,?
CCCNC(=O)c1c(CSc2ccccc2)noc1C(=O)NCc1ccccc1,?,-3%,-19%
COc1ccc(S(=O)(=O)NCC(c2ccco2)N2CCc3ccccc32)cc1 (stereo unspecified),?,-13%,-20%
CN(C)c1ccc(-c2nc(NC3CCNCC3)c3ccccc3n2)cc1,1.3µM*,-23%,/
CCC1CN(S(=O)(=O)c2cc(-c3cc(C)no3)ccc2OC)c2cc(Cl)ccc2O1 (stereo unspecified),?,0%,-19%
CCOC(=O)c1cc(-c2ccccc2)sc1NC(=O)COC(=O)c1cccc(S(N)(=O)=O)c1,?,-8%,-3%
Cc1[nH]n(-c2ccccc2)c(=O)c1/C=N/NC(=O)c1cccc(F)c1,5.2µM*,0%,-21%
COCCCNC(=O)c1cc(C(=O)c2ccccc2Br)c[nH]1,6%,-8%,-2%

# Arranged by molar mass (largest number first): some entries from above.
SMILES,DT40 TDP1 CPT,GCN5L2 inh,FEN1 inhibitor
O=C(CSc1cccc2cccnc12)OCC(=O)c1ccc(Br)cc1,-1%,-14%,-2%
COc1ccc(S(=O)(=O)NCC(c2ccco2)N2CCc3ccccc32)cc1 (stereo unspecified),?,-13%,-20%
COCCCNC(=O)c1cc(C(=O)c2ccccc2Br)c[nH]1,6%,-8%,-2%

# Next part:
SMILES,DT40 TDP1 CPT,GCN5L2 inh,FEN1 inhibitor
COc1ccc(-n2nc(C(=O)N3CCCCC3C)c3c4ccccc4n(C)c3c2=O)cc1Cl (stereo unspecified),?,-1%,14%
COCC(=O)N1CCC2CC1c1c(-c3ccc(C(F)(F)F)cc3)cccc12 (stereo unspecified),23µM*,/,13%
O=C(Nc1nc(-c2cccnc2)cs1)c1ccc([N+](=O)[O-])cc1,?,5%,-2%
CC(NC(=O)COc1ccc(/C=N/NC(=O)CO)cc1)c1ccccc1 (stereo unspecified),-19%,-1%,26%
Cc1nc(N2CCOCC2)[nH]c(=O)c1C(O)C(Cl)(Cl)Cl (stereo unspecified),-17%,0%,-1%
CC(=O)N(CCC(c1ccco1)C(C)C)Cc1ccc(Cl)cc1 (stereo unspecified),-10%,-5%,-3%
O=C(CCCC(=O)OCC(Cl)=C(Cl)Cl)Nc1ccccc1,-7%,47%[activator],-3%
O=C(Nc1nnc(S(=O)(=O)N2CCN(c3ccc(F)cc3)CC2)s1)c1ccccc1,-6%,-8%,15%
COc1ccccc1CN1C(=O)CN(C2CCCC2)C(=O)C1c1ccc(F)cc1 (stereo unspecified),?,0%,-4%
CC(=O)NS(=O)(=O)c1ccc(NC(=O)CSc2ccc(C)cc2)cc1,-16%,-3%,-4%
COc1cc(OC)cc(C(=O)NC(=S)Nc2nnn(C)n2)c1,-4%,-4%,-2%
Cc1c2cnn(CC(=O)N3CCOCC3)c(=O)c2c(C)n1Cc1ccccc1F,-7%,?,24%
CCCC(=O)c1cc(-c2nc3ccccc3n2C)n(C)c1,?,-26%,-11%
COc1ccc(S(=O)(=O)N2CCCC(C(=O)Nc3ccc(OC)c(OC)c3)C2)cc1 (stereo unspecified),-24%,-4%,-2%
CN(CC1CCOCC1)C(=O)CC1C(=O)NCCN1CC1CCCCC1 (stereo unspecified),4%,0%,-2%
O=S(=O)(c1ccc(F)cc1)N1CCC(Oc2cccc(C(F)(F)F)c2)CC1,?,-9%,0%
O=C(COc1ccccc1C(=O)Nc1ccccc1)Nc1ccccc1Br,?,/,-25%
CCOc1ccc(CCNC(=O)CCC(=O)N2CCSc3ccccc32)cc1OCC,?,-4%,3%
COc1ccc(-c2nc(Cn3c(SCc4cccc(C(F)(F)F)c4)nc4cccnc43)c(C)o2)cc1OC,?,-10%,-9%
O=C(Nc1nc2cc3c(cc2s1)OCO3)c1cccc(N2C(=O)CCC2=O)c1,0%,?,15%
O=C(CSc1nnc(-c2cccc(S(=O)(=O)N3CCCC3)c2)n1-c1ccccc1)Nc1cccc(C(=O)O)c1,-1%,8%,-17%
Cn1c(=O)c2c(nc(SCCNS(=O)(=O)c3ccccc3)n2C)n(C)c1=O,-27%,-1%,-13%
CCOC(=O)c1c(C)[nH]c(C(=O)COC(=O)/C=C/c2ccc3c(c2)OCO3)c1C,0%,0%,2%
COC(=O)c1c(NC(=O)CS(=O)(=O)c2ccccc2)sc(C)c1C,?,-8%,-3%
CC(=O)OCCn1c(C)[n+](CCOC(C)=O)c2cc(Cl)c(Cl)cc21,-2%,-16%,3%
CCOC(=O)C1C(=O)C(=O)N(C(C)C)C1C(=O)OCC (stereo unspecified),3%,/,-6%
Cc1c(NS(=O)(=O)c2cc(C(=O)NCc3cccnc3)cc(Cl)c2Cl)c(=O)n(-c2ccccc2)n1C,2%,?,9%
COc1ccc(NC(=O)N(C)C[C@H]2Oc3c(NC(=O)NC4CCCCC4)cccc3C(=O)N([C@H](C)CO)C[C@@H]2C)cc1,-9%,-8%,-4%
O=C(COC(=O)c1ccc(S(=O)(=O)N2CCOCC2)cc1)Nc1nc(-c2ccccc2)cs1,-15%,-9%,8%
Cc1ccc(S(=O)(=O)N(CCC(=O)NCC(c2ccccc2)N(C)C)c2ccccc2)cc1 (stereo unspecified),?,/,3%

# Some of the entries above in another layout:
# Below each compound – DT40 TDP1 CPT, GCN5L2 inh, FEN1 inhibitor
COc1ccccc1CN1C(=O)CN(C2CCCC2)C(=O)C1c1ccc(F)cc1 (stereo unspecified)
  ?, 0%, -4%
CC(=O)NS(=O)(=O)c1ccc(NC(=O)CSc2ccc(C)cc2)cc1
  -16%, -3%, -4%
COc1cc(OC)cc(C(=O)NC(=S)Nc2nnn(C)n2)c1
  -4%, -4%, -2%
Cc1c2cnn(CC(=O)N3CCOCC3)c(=O)c2c(C)n1Cc1ccccc1F
  -7%, ?, 24%
CCCC(=O)c1cc(-c2nc3ccccc3n2C)n(C)c1
  ?, -26%, -11%
COc1ccc(S(=O)(=O)N2CCCC(C(=O)Nc3ccc(OC)c(OC)c3)C2)cc1 (stereo unspecified)
  -24%, -4%, -2%
CN(CC1CCOCC1)C(=O)CC1C(=O)NCCN1CC1CCCCC1 (stereo unspecified)
  4%, 0%, -2%
O=S(=O)(c1ccc(F)cc1)N1CCC(Oc2cccc(C(F)(F)F)c2)CC1
  ?, -9%, 0%
O=C(COc1ccccc1C(=O)Nc1ccccc1)Nc1ccccc1Br
  ?, /, -25%
CCOc1ccc(CCNC(=O)CCC(=O)N2CCSc3ccccc32)cc1OCC
  ?, -4%, 3%
COc1ccc(-c2nc(Cn3c(SCc4cccc(C(F)(F)F)c4)nc4cccnc43)c(C)o2)cc1OC
  ?, -10%, -9%
O=C(Nc1nc2cc3c(cc2s1)OCO3)c1cccc(N2C(=O)CCC2=O)c1
  0%, ?, 15%
O=C(CSc1nnc(-c2cccc(S(=O)(=O)N3CCCC3)c2)n1-c1ccccc1)Nc1cccc(C(=O)O)c1
  -1%, 8%, -17%
Cn1c(=O)c2c(nc(SCCNS(=O)(=O)c3ccccc3)n2C)n(C)c1=O
  -27%, -1%, -13%
CCOC(=O)c1c(C)[nH]c(C(=O)COC(=O)/C=C/c2ccc3c(c2)OCO3)c1C
  0%, 0%, 2%
COC(=O)c1c(NC(=O)CS(=O)(=O)c2ccccc2)sc(C)c1C
  ?, -8%, -3%
CC(=O)OCCn1c(C)[n+](CCOC(C)=O)c2cc(Cl)c(Cl)cc21
  -2%, -16%, 3%
CCOC(=O)C1C(=O)C(=O)N(C(C)C)C1C(=O)OCC (stereo unspecified)
  3%, /, -6%
Cc1c(NS(=O)(=O)c2cc(C(=O)NCc3cccnc3)cc(Cl)c2Cl)c(=O)n(-c2ccccc2)n1C
  2%, ?, 9%
COc1ccc(NC(=O)N(C)C[C@H]2Oc3c(NC(=O)NC4CCCCC4)cccc3C(=O)N([C@H](C)CO)C[C@@H]2C)cc1
  -9%, -8%, -4%
O=C(COC(=O)c1ccc(S(=O)(=O)N2CCOCC2)cc1)Nc1nc(-c2ccccc2)cs1
  -15%, -9%, 8%
Cc1ccc(S(=O)(=O)N(CCC(=O)NCC(c2ccccc2)N(C)C)c2ccccc2)cc1 (stereo unspecified)
  ?, /, 3%

# Later entries
SMILES,DT40 TDP1 CPT,GCN5L2 inh,FEN1 inhibitor
Cc1ccc(CN2[C@@H](CC3CCCCC3)COCCS2(=O)=O)cc1,?,0%,2%&0%
O=C(CSc1nc2ccccc2c(=O)n1CCCO)NCc1ccccc1,0%,9%,-15%
COc1ccc2c(c1)c(CC(=O)NCc1cc([N+](=O)[O-])ccc1O)c(C)n2C(=O)c1ccc(Cl)cc1,-26%,-19%,0%
NC(=O)C1(N2CCCCC2)CCN(CC(=O)Nc2ccccc2Sc2ccccc2)CC1,?,-2%,-1%
O=C(NCc1ccccn1)Nc1ccc(F)c(Cl)c1,-22%,-2%,-11%
CCC1(C)Cc2ccccc2-c2nc(SCC(N)=O)[nH]c(=O)c21 (stereo unspecified),-7%,?,7%
COc1ccc(C(=O)NNC2=NCCCCC2)cc1,2%,-7%,-2%
CCc1ccc(NC(=O)c2ccc(F)c(S(=O)(=O)NC3CCCCCC3)c2)cc1,?,1%,-1%
Cc1cn(C)c(CC(=O)N2CCN(c3ccc(F)cc3)CC2)c1C(=O)O,4%,2%,-4%
CCOc1ccc(NC(=O)CN(C)C(=O)c2sc3ccccc3c2Cl)cc1OCC,-27%,-6%,0%
CC1CCN(S(=O)(=O)CCNC(=O)c2ccccc2)CC1,0%,-4%,-16%
O=C(Nc1ccc(F)cc1)C1CCN(C(=O)c2ccc(F)cc2)CC1,-1%,-15%,19%
CCCC(=O)Nc1ccc(NC(=O)c2ccco2)c(OC)c1,-15%,-1%,-6%
CCN(CC)C(=O)Cn1cc(SCC(=O)NC)c2ccccc21,5%,-1%,0%
O=C(Nc1ccn(Cc2c(F)c(F)cc(F)c2F)n1)c1cccc(Cn2cc([N+](=O)[O-])cn2)c1,?,1%,-16%
COc1ccccc1CNC(=O)C12CC3CC(CC(C3)C1)C2,?,3%,9%
NS(=O)(=O)c1ccc(CCNC(=O)CCNC(=O)c2ccco2)cc1,3%,-2%,9%
N#C/C(=C\Nc1ccccn1)S(=O)(=O)c1ccc(Cl)cc1,-13%,1%,6%
O=C(N[C@@H](Cc1ccccc1)C(=O)OCc1ccccc1)c1nc[nH]c1C(=O)N1CCNCC1,5%,4%,-8%
O=C(NCC1COc2ccccc2O1)c1ccc(NC(=O)C(c2ccccc2)c2ccccc2)cc1 (stereo unspecified),18µM*,-2%,13%
CNc1nc(SC)nc(N2CCOCC2)n1,4%,-1%,1%
COc1cccc(CNC(=O)COc2cccc3c2OC(C)(C)C3)c1,-23%,1%,-4%
COc1ccc(C(=O)NC(C)c2nnc(SCC(=O)Nc3nc4ccccc4s3)n2C)cc1 (stereo unspecified),?,-2%,15%
COc1ccc(Cl)cc1NC(=O)c1c(NCc2ccc(C)o2)sc2c1CCCCC2,9.2µM*,-7%,-18%
O=C(Cc1ccc(OCc2ccccn2)cc1)NO,?,/,-14%
Cc1cc(NS(=O)(=O)c2ccc(NC(=S)NC(=O)c3ccc(F)cc3)cc2)no1,1%,0%,1%
Cc1ccc(C(=O)OCC(=O)N(CC(C)C)c2c(N)n(Cc3ccccc3)c(=O)[nH]c2=O)s1,16%,-2%,2%
CCOc1ccc(OCC(=O)NCCc2nc3ccccc3[nH]2)cc1,-19%,-1%,-3%
COc1ccc(CCNC(=O)C(Sc2ccccn2)c2ccccc2)cc1OC (stereo unspecified),?,1%,2%
Cc1cccc(C)c1NC(=O)c1cc2sccc2n1Cc1ccc(F)cc1,?,-2%,4%
CC(=O)c1ccccc1NC(=O)CSc1nnc(Cc2csc(C)n2)o1,-12%,-3%,1%
COc1ccc(C(=O)NCCOC(C)C)cc1OC1CCN(C(C)=O)CC1,2%,3%,0%
CCC(=O)N1CCc2cc(S(=O)(=O)NC(CC(C)C)C(=O)NCCc3ccccc3)ccc21 (stereo unspecified),?,0%,17%
CCCC(=O)c1ccc(-c2ccccc2)cc1,17%,-19%,3%
O=C(O)C1CC=CCC1C(=O)Nc1ccc2c(c1)OCCO2 (stereo unspecified),-16%,-3%,-1%
O=C(/C=C/NNC(=O)c1ccccc1)c1ccc(Br)cc1,3.3µM*,-3%,2%

# Screening results: PubChem, National Center for Advancing Translational Sciences (NCATS)
